CHX counter = counter-screen for Shiga toxin inhibitors: cycloheximide protein synthesis inhibition; cell reporter, cycloheximide protein synthesis inhibition counterscreen; max response, %; 12% of 300,000 active; in the data active = max response mostly above about 13%, no sharp cut-off; inactive = mostly below about 14%; also: read at 38.3 µM for the half of the compounds with a filed dose; 0% is about no effect
Pf growth 96h = P. falciparum growth inhibition at 96 hour, primary screen for plastid delayed-death inhibitors; P. falciparum luciferase reporter growth, 96 h; Potency, µM (doses to about 28.7 µM), without a hit: at the top dose activity change, negative = inhibition, usual class: inhibitors; 6.9% of 320,000 active; AID 504834; also: potency is read from the fitted curve at half-maximal effect; % is scaled to controls: 0 for no effect and ±100 for the full control effect
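Infected RBCs, 2% Hct / 0.05% parasitemia final; luciferase-reporter P. falciparum; cpd 96 h, 37 C, 5% CO2; luciferase detection reagent; luminescence.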
Shiga inhibitor = Shiga toxin inhibition; 9.2% of 290,000 active; inhibition, % at 38.7 µM; Vero cells, Shiga toxin protein synthesis inhibition reporter; in the data active = inhibition mostly above about 28%, no sharp cut-off; inactive = mostly below about 43%; also: 0% is about no effect
Pf growth 48h = P. falciparum growth inhibition at 48 hours (one generation) | P. falciparum luciferase growth in erythrocytes, 48 h | Potency, µM (top dose mostly 28.7 µM), inactives show at the highest dose activity change, negative = inhibition, most hits filed as inhibitors | 5.9% of 310,000 active | AID 504832; also: potency is read from the fitted curve at half-maximal effect; % is scaled to controls: 0 for no effect and ±100 for the full control effect
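In quantitative HTS format, infected erythrocytes bearing luciferase-reporter parasites were treated for a single generation at 37 C. Luminescence after adding detection reagent served as the growth measure.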
HCV inhibitor = inhibitors of hepatitis C virus infection; Huh7.5.1 HCVcc-Cre infection, luciferase reporter, 44 h; Potency, µM (top dose mostly 41.8 µM), for inactives: at the top dose activity change, negative = inhibition, actives largely listed as inhibitors; 3.4% of 340,000 active; also: potency is read from the fitted curve at half-maximal effect; % is scaled to controls: 0 for no effect and ±100 for the full control effect
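HCVcc-Cre virus at an moi near 0.5 was added right after compound to cells cultured 4 h from seeding (1,000 cells/well). Luciferase activity was determined 44 h later, 15 min after substrate addition at RT.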
Giardia FBPA inh = inhibitors of Giardia lamblia fructose-1,6-bisphosphate aldolase; A8B2U2; Potency, µM (top dose mostly 59.6 µM), without a hit: top-dose activity, negative = inhibition, usual class: inhibitors; 0.71% of 290,000 active; purified Giardia FBPA; AID 2451; also: potency is read from the fitted curve at half-maximal effect; % is scaled to controls: 0 for no effect and ±100 for the full control effect; nearly all actives have a fitted effect of over 55% in size
Target sequence (A8B2U2 whole entry, looked up): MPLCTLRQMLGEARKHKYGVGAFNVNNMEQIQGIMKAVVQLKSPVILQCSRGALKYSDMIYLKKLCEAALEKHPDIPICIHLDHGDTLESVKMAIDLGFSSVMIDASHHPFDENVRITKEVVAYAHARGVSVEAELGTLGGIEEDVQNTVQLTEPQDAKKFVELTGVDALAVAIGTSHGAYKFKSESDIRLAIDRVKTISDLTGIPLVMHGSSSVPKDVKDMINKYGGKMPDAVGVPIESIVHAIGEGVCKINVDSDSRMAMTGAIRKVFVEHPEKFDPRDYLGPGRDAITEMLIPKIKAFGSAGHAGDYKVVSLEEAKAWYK
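40 nM FBPA preincubated 10 min at RT with compound (up to 57.5 uM final), then substrate plus GAPDH/TPI/NAD/arsenate coupling and diaphorase/resazurin added. Fluorescence read after 20 min at RT, 525/598 nm.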
Active calls of the source: *; i = inactive; ? = inconclusive; . = no result given; & = joins results of further samples; [ ] = dose if it differs, or a comment. Unless noted, calls follow the shape of the dose curve; as a rule, active = well fitted curve in the direction sought with a large enough effect; inconclusive = small, poorly fitted or top-dose-only effect, or another doubt; inactive = no such curve, though single readings can be large; an effect the other way counts as inactive or inconclusive.

SMILES	CHX counter	Pf growth 96h	Shiga inhibitor	Pf growth 48h	HCV inhibitor	Giardia FBPA inh
c1ccc(C[C@H]2CNCCN2CC2CCCCC2)cc1	.	1%	.	?	-14%	.
CC(C)C(NC(=O)OCc1ccccc1)C(=O)OCC(=O)N1CCCCC1 (configuration not stated)	44*	-16%	69*	117%[activator]	-11%	3%
Cn1cnnc1SCc1ccc(C(=O)NN)cc1	45*	-15%	48	7%	?	-4%
O=C(NC1CCCc2ccccc21)c1c(F)cccc1Cl (configuration not stated)	-2	-17%	-5	-2%	-5%	8%
COc1cccc(NC(=S)N(CCc2c(C)[nH]c3ccc(C)cc23)Cc2cccs2)c1	4	?	11	?	?	1%
O=[N+]([O-])c1cccc2c(N3CCCC3)ccnc12	21*	86%[activator]	29	?	3.5µM*	-8%
Cn1c(O)c(C2=c3ccccc3=NC2=O)[nH]c1=S	2	-8%	-23	18%	11%	6%
Cc1cc(OCC(=O)N[C@H](C(=O)O)c2ccccc2)c2c3c(c(=O)oc2c1)CCC3	-3	-10%	-5	27%	12%	-6%
Cc1nc2ccccn2c1C(=O)NC1CCCCC1	4	?	-12	-2%	6%	-1%
Cc1ccc(/C=N/NC(=O)Cn2nccc2C)o1	-3	0%	-3	-4%	10%	1%
Cc1ccc(C(C)C)c(OCC(=O)N/N=C/C2CCCCC2)c1	8	30%[activator]	2	-1%	27%	-1%
O=C1CCc2cc(S(=O)(=O)Nc3ccccc3)cc3c2N1CC3	.	?	.	?	0%[8.37 µM]	.
CS(=O)(=O)C1=NSC2=NC(=O)/C(=C\c3cccn3-c3ccc(Cl)cc3)C(=N)N21	-6	32%[activator]	11	21%	12%	14%
OCc1ccccc1NC(=S)Nc1cccnc1	-3	-19%	2	.	1%	-7%
CCCCCCNC(=O)CC(NS(=O)(=O)c1ccc(NC(C)=O)cc1)C(C)C (configuration not stated)	-4	20%	-9	-6%	1%	3%
CCCn1c(=O)n(C)c(=O)c2c(SCC(=O)Nc3cc(C)on3)nc(C(C)(C)C)nc21	.	?	.	10µM*	10µM*	.
O=C(O)c1cccc(NC(=S)N/N=C/c2cccnc2)c1	17*	?	54	i	16%	?
CC1(C(=O)Nc2ccc3c(c2)OCCO3)CC1(Cl)Cl (configuration not stated)	23*	?	42*	31%[activator]	-3%	.
Cc1c(C#N)c2ncn(Cc3ccccn3)c(=O)c2n1-c1ccccc1	-6	-14%	-11	-12%	9%	2%
CCc1ccc(CNc2ccc3c(c2)ncn3C(C)(C)C)cc1	40*	-27%	94*	-15%	-29%	11%
O=C(COc1cccc(F)c1)NNC(=O)Cc1ccc(Br)cc1	.	31%[activator]	.	3%	5%	.
Cc1cc(Cl)ccc1NNC(=O)c1c(C)noc1C	3	7%	-1	1%	8%	2%
O=C(NC1CCCCCC1)C1CCN(c2nc3ccccc3o2)CC1	0	0%	-2	?	-8%	9%
CN(C)CCNC(=O)CN1C(=O)COc2ccc(C(C)(C)C)cc21	-6	-3%	-9	.	-2%	1%
O=C(C1=C(O)C(=O)N(CC2CCCO2)C1c1ccccc1[N+](=O)[O-])c1ccco1 (configuration not stated)	-5	17%	-9	31%[activator]	9%	-24%

Next section; it opens with the 4 that closed the last part.
SMILES	CHX counter	Pf growth 96h	Shiga inhibitor	Pf growth 48h	HCV inhibitor	Giardia FBPA inh
Cc1cc(Cl)ccc1NNC(=O)c1c(C)noc1C	3	7%	-1	1%	8%	2%
O=C(NC1CCCCCC1)C1CCN(c2nc3ccccc3o2)CC1	0	0%	-2	?	-8%	9%
CN(C)CCNC(=O)CN1C(=O)COc2ccc(C(C)(C)C)cc21	-6	-3%	-9	.	-2%	1%
O=C(C1=C(O)C(=O)N(CC2CCCO2)C1c1ccccc1[N+](=O)[O-])c1ccco1 (configuration not stated)	-5	17%	-9	31%[activator]	9%	-24%
CSc1cccc(NC(=O)/C=C/c2ccc(Cl)cc2)c1	40*	-28%	51*	-9%	13µM*	-14%
Cc1oc(/C=N/NC(=O)CC2(C)OCCO2)cc1Br	1	?	14	9%	5%	-7%
Cc1cc(C)nc(NC(=O)c2cc(-c3ccc4c(c3)OCO4)nc3ccccc23)c1	12	?	18	?	.	7%
O=c1c2cnn(-c3ccccc3)c2ncn1CCc1ccccc1	23*	66%[activator]	49*	81%[activator]	-17%	4%
Cc1ccc(S(=O)(=O)N2CCN3CCCC3C2)cc1 (configuration not stated)	1	-6%	-8	-11%	19%	11%
O=C(NCCSCc1c(F)cccc1Cl)c1ccc(CN2CCOCC2)cc1	-3	-56%	12	-11%	?	-1%
Cc1ccc2nc(SCC(=O)NCCCN3CCCC3=O)[nH]c2c1	.	8%	.	3%	16%	.
CCc1ccc(OCc2nnc(SCC(=O)Nc3cccc(C(=O)N4CCOCC4)c3)o2)cc1	-7	?	-13	0%	8%	5%
Cc1sc2ncnc(NCC3COc4ccccc4O3)c2c1C (configuration not stated)	-2	?	-1	11%	?	3%
Cc1ccccc1NC(=S)/C(=C(\[O-])c1cc(C)n(Cc2ccccc2Cl)c1C)[n+]1ccccc1	8	?	2	?	?	-11%
c1ccc(CSc2nnc(-c3ccco3)n2Cc2ccco2)cc1	37*	?	32	?	-14%	-2%
Cc1sc(NC(=O)/C=C/c2ccco2)c(C(=O)OC(C)C)c1C	-1	7%	-3	24%	?	4%
Cc1cc(C)nc(SCc2nnc(SCC(=O)Nc3nc(-c4ccccc4)cs3)n2-c2ccccc2)n1	-2	.	13	0%	?	7%
COc1cccc(NC(=S)NC2CC3CCCC(C2)N3C2CCCC2)c1 (configuration not stated)	1	7%	-6	?	-20%	3%
CCOc1nc(NCCN2CCOCC2)nc(NC(C)C)n1	-4	-1%	10	-1%	-9%	-1%
COc1ccc(NC(=O)c2cccs2)cc1	41*	?	78*	333%[activator]	-5%	-5%
CC(=O)CC1(C)OC(N)=C(C#N)C1(C#N)C#N (configuration not stated)	4	0%	-7	-1%	18%	-9%
COc1cc(OC)c2c(-c3ccccc3)cc(=O)oc2c1C(CC(=O)N1CCCC1)c1ccc2c(c1)OCO2 (configuration not stated)	25&0	?	34&19	9.3µM*	?	0%&3%
Cc1ccc(O)c(NC(=O)CN(C)S(=O)(=O)c2ccc(Cl)cc2)c1	1	?	7	20%	?	0%
COc1ccccc1Nc1ncnc2sccc12	3	6%	-3	-1%	-6%	0%
CCN(Cc1ccccc1)S(=O)(=O)c1cc(C(=O)OC)n(C)c1	-1	25%	14	31%[activator]	-6%	22%
CCN(CC)CCc1nc(-c2ccccc2)no1	.	35%[activator]	.	5%	-75%	-5%[21.7 µM]
Cc1ccc2c(c1)-c1c(ssc1=S)C(C)(C)N2C(=O)CN1C(=O)c2ccccc2C1=O	-5	?	2	?	?	0%
Cc1cc(NC(=O)CSc2nnc(C3COc4ccccc4O3)o2)no1 (configuration not stated)	-2	-21%	9	0%	18%	5%
O=C(COc1ccccc1)NC1CCCc2ccccc21 (configuration not stated)	-4	-5%	-7	0%	-8%	1%

Other results follow:
SMILES	CHX counter	Pf growth 96h	Shiga inhibitor	Pf growth 48h	HCV inhibitor	Giardia FBPA inh
O=c1cc(CN2CCNCC2)nc2sccn12	-6	-4%	-2	1%	-1%	5%
O=[N+]([O-])c1cccc(NC(=S)Nc2nc(-c3ccc(Cl)cc3Cl)cs2)c1	0	0%	20	5.9µM*	.	.
Cc1cnc(C(=O)OCC(=O)Nc2ccccc2-c2ccccc2)cn1	.	59%[activator]	.	-17%	11%	.
O=C(NCc1ccccn1)c1cccc(NS(=O)(=O)c2cccc(Cl)c2)c1	-6	-20%	-10	-8%	?	6%
Cc1cccc(C#Cc2ccccc2)n1	.	154%[activator]	.	102%[activator]	1.1µM*	-1%&-27%
CCN(Cc1ccccc1)S(=O)(=O)c1ccc(C(=O)N(CCCN(C)C)c2nc3ccc(F)cc3s2)cc1	-2	2%	36	-3%	?	.
O=C(O)C1CC(=O)N(C2CCCCCC2)C1 (configuration not stated)	-2	-5%	-2	23%	1%	6%
Cc1ccc(C(c2cc(Br)ccc2O)N2CCSCC2)cc1 (configuration not stated)	.	15µM*	.	9.3µM*	10%	.
COC(=O)C1=C(C)N(Cc2ccccc2)C(=O)N[C@H]1c1cccs1	-5	51%[activator]	1	?	-3%	2%[12.9 µM]
CCC(=O)N1CCc2cc(S(=O)(=O)NCCC(=O)N3CCN(c4cccc(C)c4)C(C)C3)ccc21 (configuration not stated)	4	-27%	-12	-14%	14µM*	.
CN1C(=O)C(C)(C)c2cc(S(=O)(=O)N3CCCCCC3)ccc21	-2	?	-6	-18%	0%	9%
CN(C)c1ccc(C(CNS(=O)(=O)c2ccc(F)c(F)c2)c2c[nH]c3ccccc23)cc1 (configuration not stated)	-1	-5%	-2	-17%	?	-3%
CCOc1ccc(Br)cc1S(=O)(=O)Nc1ccc(C(=O)Nc2ccccc2OC)cc1	5	-11%	11	9%	-10%	5%
CCN1CCN(C(=O)c2cc3cc4ccc(OC)cc4nc3s2)CC1	15*	14%	33	14%	-11%	0%
Cc1ccc(NC(=O)C2CCC(N3C(=O)C4CCCCC4C3=O)CC2)cc1 (configuration not stated)	-2	10%	-1	-16%	-5%	.
CCN(CC)CCSc1nc2ccccc2c(=S)n1-c1ccccc1	-8	-5%	-12	?	?	4%
CCCCc1nc(N2CCNCC2)c(C#N)c2c1CSC(C)(C)C2	-4	?	-4	?	-11%	0%
Cn1cc(S(=O)(=O)NCc2ccc(Cl)cc2)c(=O)n(C)c1=O	-7	20%	11	46%[activator]	1%	2%
Cc1cc(C)n(CCN(C)c2nc3nonc3nc2N2CCCCC2)n1	6	78%[activator]	-11	-4%	33%[activator]	1%
O=C(CSc1nnc(-c2ccc3c(c2)OCCO3)o1)NC1CCCCC1	-2	?	19	41%[activator]	.	8%
O=C(NCCOc1ccccc1)c1cncc(Br)c1	45*	121%[activator]	78*	.	-8%	4%
O=c1c2ccc(Cl)cc2[nH]c(=S)n1CCCN1CCOCC1	15	?	-6	15%	23%	-13%
O=C1C=C(NCc2ccc(Cl)cc2Cl)C2(CCCCC2)O1	-4	?	-8	.	1%	0%
CCN(CC)CCCn1c(=S)[nH]c2cc(Cl)ccc2c1=O	0	23%	-10	-4%	7.1µM*	0%
Cc1ccc(S(=O)(=O)N(C)C)cc1NC(=O)COC(=O)Cc1cccs1	.	-6%	.	?	14%	.

Next part.
SMILES	CHX counter	Pf growth 96h	Shiga inhibitor	Pf growth 48h	HCV inhibitor	Giardia FBPA inh
CC1=C(C(=O)OC(C)C)C(c2cccc(F)c2)n2ncnc2N1 (configuration not stated)	-5	35%[activator]	-3	-6%	21%	-2%
COc1ccc(CCn2nnnc2C(c2ccc(Cl)cc2)N2CCN(C)CC2)cc1OC (configuration not stated)	-3	30%	-8	-6%	?	-5%
CN1C(C(=O)NCc2ccco2)CC2Cn3c(nc4ccccc43)C21 (configuration not stated)	.	51%[activator]	.	-30%	11%	.
O=C(Nc1ccccc1)N1CCN(Cc2ccc(Cl)cc2)CC1	8	0%	18	?	-7%	6%
CCCOC(=O)c1cc(=O)[nH]c2ccccc12	-3	.	-3	-10%	-1%	-7%
Cc1ccc(C(=O)Nc2cccnc2)cc1S(=O)(=O)N1CCOCC1	5	.	14	-17%	-6%	0%
Cc1cc(NC(=O)CSc2nnc(-c3cccnc3)n2Cc2ccccc2)no1	1	-6%	-11	7%	11%	2%

Of the compounds above, three have a nitro group on carbon:
SMILES	CHX counter	Pf growth 96h	Shiga inhibitor	Pf growth 48h	HCV inhibitor	Giardia FBPA inh
O=[N+]([O-])c1cccc2c(N3CCCC3)ccnc12	21*	86%[activator]	29	?	3.5µM*	-8%
O=C(C1=C(O)C(=O)N(CC2CCCO2)C1c1ccccc1[N+](=O)[O-])c1ccco1 (configuration not stated)	-5	17%	-9	31%[activator]	9%	-24%
O=[N+]([O-])c1cccc(NC(=S)Nc2nc(-c3ccc(Cl)cc3Cl)cs2)c1	0	0%	20	5.9µM*	.	.

Screens deposited in PubChem BioAssay by National Center for Advancing Translational Sciences (NCATS).
